Sm TGR inh = inhibitors of Schistosoma mansoni thioredoxin glutathione reductase | Q962Y6 | purified TGR, DTNB reduction, TNB absorbance 405 nm | Potency, µM (titrated, usually from 114 µM), for the others: top-dose activity change, negative = inhibition, actives largely listed as inhibitors | actives 3% (n = 360,000) | AID 485364; note: potency is the fitted concentration of half-maximal effect; nearly all actives have a fitted effect of over 60% in size
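TGR 20 nM + NADPH 100 uM (dispensed conc.), cpd preinc 15 min RT; start with NADPH (500 uM addition) then DTNB (15 mM addition). Kinetic TNB absorbance, 405 nm filter. Four-parameter Hill fit across titration.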
AmpC inh detg = AmpC beta-lactamase inhibition with detergent present | Potency, µM (titrated, usually from 114 µM), for inactives: at the highest dose activity change, negative = inhibition, hits mostly inhibitors | P00811 | AmpC hydrolysis of nitrocefin, absorbance 480 nm, 0.01% Triton | actives 0.041% (n = 370,000);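 note: potency is the fitted concentration of half-maximal effect; 0% = no-compound wells and -100% = no-enzyme wells; nearly all actives have a fitted effect of over 25% in size; some results filed as inactive show a strong effect at the top dose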
Target sequence (P00811 whole entry, looked up): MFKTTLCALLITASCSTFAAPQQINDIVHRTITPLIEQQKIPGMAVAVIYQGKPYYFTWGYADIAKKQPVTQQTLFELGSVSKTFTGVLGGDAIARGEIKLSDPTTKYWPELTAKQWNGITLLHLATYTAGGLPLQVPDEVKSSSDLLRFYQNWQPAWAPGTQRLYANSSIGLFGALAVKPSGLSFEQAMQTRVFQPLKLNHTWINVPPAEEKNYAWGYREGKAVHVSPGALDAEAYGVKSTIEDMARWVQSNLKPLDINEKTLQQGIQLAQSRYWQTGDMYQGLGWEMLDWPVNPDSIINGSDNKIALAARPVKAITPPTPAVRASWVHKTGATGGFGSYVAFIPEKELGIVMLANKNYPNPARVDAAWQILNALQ
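20 mM phosphate pH 7.0 + 0.01% (detergent screen) or 0.0001% Triton X-100; 5.3 nM AmpC reagent; cpd preinc 15 min RT; nitrocefin (800 uM stock) to start; A480 q20 s × 4 min; Activity was normalised to no-enzyme and no-compound control wells.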
AMA1-RON2 inh = disrupts binding of P. falciparum AMA1 to RON2; Potency, µM (top dose mostly 58.2 µM), for the others: top-dose activity change, negative = inhibition, usual class: inhibitors; actives 0.2% (n = 360,000); AlphaScreen AMA1-biotinylated RON2 peptide binding;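 note: potency is the fitted concentration of half-maximal effect; 0% = vehicle wells and -100% = peptide control; nearly all actives have a fitted effect of over 45% in size; some results filed as inactive show a strong effect at the top dose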
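AMA1 (3D7) with his tag at 25 nM final met compounds first, then biotinylated RON2 peptide at 25 nM; detection used donor plus acceptor beads, 10 µg/mL apiece, read by AlphaScreen after 30 min at room temperature.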
HCMV antiviral = human cytomegalovirus inhibition | AID 1259415 | HFF cells, HCMV-luciferase reporter, 72 h; stronger effect = lower value | actives 4.5% (n = 410,000) | activity change, negative = inhibition, % at 57.5 µM; in the data active = activity change below about -60%; inconclusive = no clear call, values can overlap the other calls; inactive = above about -39%
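Compounds were evaluated in HFFs infected with an HCMV luciferase reporter virus (MOI 1 PFU/cell). Luciferase in lysates collected 72 h post infection served as the replication measure.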
Giardia FBPA inh = blocks Giardia fructose-bisphosphate aldolase activity. A8B2U2. purified Giardia FBPA. Potency, µM (highest dose often 59.6 µM), inactives show at the highest dose activity, negative = inhibition, hits mostly inhibitors. actives 0.71% (n = 290,000); note: potency is the fitted concentration of half-maximal effect; nearly all actives have a fitted effect of over 55% in size
Target sequence (A8B2U2 whole entry, looked up): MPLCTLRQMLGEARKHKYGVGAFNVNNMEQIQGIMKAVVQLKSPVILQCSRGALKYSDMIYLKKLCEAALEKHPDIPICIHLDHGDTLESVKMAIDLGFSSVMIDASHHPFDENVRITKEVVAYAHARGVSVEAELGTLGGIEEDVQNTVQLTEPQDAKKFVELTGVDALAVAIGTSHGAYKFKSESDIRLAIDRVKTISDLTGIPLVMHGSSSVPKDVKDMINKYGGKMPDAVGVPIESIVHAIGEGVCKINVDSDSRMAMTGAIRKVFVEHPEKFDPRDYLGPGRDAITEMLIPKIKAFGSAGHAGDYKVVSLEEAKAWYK
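Giardia FBPA (40 nM reagent) was preincubated 10 min at RT with compound (up to 57.5 uM final), then substrate plus GAPDH/TPI/NAD/arsenate coupling system with diaphorase/resazurin was added; resorufin fluorescence (525/598 nm) was read after 20 min.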
HCV inh = inhibitors of hepatitis C virus infection | Potency, µM (doses to about 41.8 µM), for the others: at the highest dose activity change, negative = inhibition, most hits filed as inhibitors | AID 651820 | actives 3.4% (n = 340,000) | Huh7.5.1 HCVcc-Cre infection, luciferase reporter, 44 h; note: potency is the fitted concentration of half-maximal effect
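Infectious HCVcc-Cre (~0.5 moi) was added to cells just after compound, with cells seeded 4 h earlier at 1,000 per well. Luciferase activity after 44 h culture reported infection; substrate was incubated 15 min at room temperature before reading.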
* marks the source's active call; other numbers are inactive results; ? = inconclusive; / = no result given; [ ] = another dose, or the depositor's remark. Unless noted, calls come from the whole dose curve; as a rule, active = well fitted curve in the direction sought with a large enough effect; inconclusive = small, poorly fitted or top-dose-only effect, or another doubt; inactive = no such curve, though single readings can be large; an effect the other way counts as inactive or inconclusive. Unless noted, % is set by controls: 0 for no effect and ±100 for the full control effect.

SMILES	Sm TGR inh	AmpC inh detg	AMA1-RON2 inh	HCMV antiviral	Giardia FBPA inh	HCV inh
O=c1c2sccc2nc(SCc2cc(=O)n3ccccc3n2)n1-c1ccc(Br)cc1	2%	-2%	2%	?	-3%	?
O=C(NC(=O)c1ccccc1)NC(=O)c1ccccc1	1%	?	4%	16	6%	10%
COc1ccc(NC(=O)CCN2C(=O)c3ccccc3S2(=O)=O)cc1	0%	-7%	12%	-17	-1%	/
O=C(c1cn(CC2CCCCC2)nn1)N1CCN(c2ccc(F)cc2)CC1	-18%	-2%	-7%	-30	/	?
O=C(Nc1cccc2ccccc12)c1cc2c(cc1Br)OCO2	-2%	-16%	-6%	9	-10%	-23%
CCN(CC)c1nc2ccccc2[nH]1	2%	-5%	4%	7	-5%	-1%
C[C@H](NC(=O)C1CCN(S(=O)(=O)c2ccccc2)CC1)C(=O)NCc1cccc(Cl)c1	5%	0%	2%	-10	/	2%
O=C1c2ccccc2-c2onc3c(N4CCN(C5CCCCC5)CC4)cc(NCCO)c1c23	-8%	17%	/	-1	/	/
CC(C)(C)OC(=O)N[C@H](/C=C/c1ccccc1)C(=O)OC(C)(C)C	-16%	-2%	5%	7	/	14%
COC(=O)C1=C(C)NC2=C(C(=O)c3ccccc32)C1c1cccc(OC)c1 (centres undefined)	0%	2%	-8%	-20	0%	?
COc1ccc(C2=NCC(CSc3nccc(=O)[nH]3)S2)cc1 (centres undefined)	11%	-13%	3%	9	-3%	?
O=C(Cc1cccs1)Nc1nnc(-c2ccccc2)s1	-3%	-6%	-4%	1	4%	10%
CN(CC(=O)Nc1ccc(F)c(F)c1F)C(=O)C1=NN(c2ccccc2)C(=O)CC1	-15%	-24%	-12%	4	/	30%[activator]
CCOc1cc(NC(=O)c2ccco2)c(OCC)cc1NC(=O)CCC(=O)NCc1cccnc1	-8%	?	-10%	/	14%	?
NS(=O)(=O)c1ccc(CCNc2ccnc3cc(Cl)ccc23)cc1	5%	2%	12%	-40	-2%	?
Cc1cc(C)cc(NS(=O)(=O)c2ccc3c(c2)CCCN3C(=O)C2CCC2)c1	0%	2%	/	-30	/	/
CC(C)(C)C1CCC(OC(=O)CN2CCCCC2)CC1 (centres undefined)	8%	-8%	-15%	17	1%	-17%
Cn1nc(C(=O)OCCN2C(=O)c3ccccc3C2=O)c2ccccc2c1=O	0%	1%	8%	9	4%	?
CCCCCc1ccc(CC(=O)N2CCOCC2)cc1	66%[activator]	-4%	0%	-18	-3%	3%
COc1ccc(CC(=O)OC(C)C(=O)c2ccc(C)cc2)cc1 (centres undefined)	-4%	-10%	11%	42	/	3%
COc1cc(/C=C/C(=O)N2c3ccccc3Sc3ccc(C(F)(F)F)cc32)cc(OC)c1OC	-5%	?	-28%	-16	1%	?
CCS(=O)(=O)c1ncc(Cl)c(C(=O)NCc2ccccc2)n1	32µM*	-2%	/	-100*	/	/
CCOc1ccc(C2C(C#N)=C(N)N(N(C)C)C3=C2C(=O)CCC3)cc1 (centres undefined)	0%	-6%	-9%	-25	-26%	-7%
Cc1sc2ncnc(N3CCC(C(=O)NCC(=O)Nc4ccc(F)c(F)c4)CC3)c2c1C	-10%	6%	10%	-35	10%	8.9µM*
O=C(COc1ccc(F)cc1Cl)Nc1cccc(S(=O)(=O)N2CCCCCC2)c1	-7%	0%	3%	-17	/	?
CSc1ncc(C(=O)Nc2cccc(S(N)(=O)=O)c2)n1-c1ccccc1	-21%	-11%	5%	-24	5%	-6%
Cn1sc(NC(=O)c2ccccc2Cl)nc1=O	5%	-4%	-11%	31	-9%	5%
Cc1cccc(C(=O)N2CCCC(N3CCN(c4ccccc4)CC3)C2)n1 (centres undefined)	-14%	-7%	-3%	-17	14%	6%
COc1ccc(/C=C2/SC(=S)N(CCC(=O)N3CCN(C)CC3)C2=O)cc1	6%	1%	-24%	?	14%	?
OC(CNCc1cccc(Br)c1)c1ccccc1 (centres undefined)	/	0%	-5%	2	0%	10%
CC(=O)N1Cc2cnnn2-c2ccccc2C1C#N (centres undefined)	/	/	-1%	-5	/	1%[8.37 µM]
Cc1ccc(C(=O)c2cc3ccccc3o2)cc1	-22%	-8%	5%	15	0%	13%
Cc1c(NC(=S)NC(=O)c2cccc(Cl)c2)c(=O)n(-c2ccccc2)n1C	-16%	-8%	8%	13	13µM*	10%
CCN1CCCC1CNC(=O)Cn1nc(C)n2nc(-c3ccccc3)cc2c1=O (centres undefined)	-12%	4%	11%	-16	/	-20%
CC(C)C(=O)Nc1ccc(C(=O)Nc2ccc(S(=O)(=O)N3CCOCC3)cc2)cc1	?	3%	8%	/	5%	-18%
C=CCOC(=O)C(=O)/C=C/c1coc2ccccc2c1=O	?	-2%	-7%	61	-9%	40%[activator]
COc1ccccc1C(c1nnnn1C(C)C)N1CCN(C(=O)c2ccco2)CC1 (centres undefined)	-19%	-9%	6%	-13	-2%	14%
COc1ccc(C)cc1Nc1nc(N)c2ccccc2n1	10%	0%	-4%	19	?	?
CCOC(=O)C1(Cc2ccccc2Cl)CCN(C(=O)c2cc(C)on2)CC1	-5%	-10%	0%	3	3%	-19%
COc1cc(-c2c(-c3cc(OC)c(OC)c(OC)c3)noc2C)ccc1F	-11%	-7%	-2%	-94*	-18%	?

Single records, from the list above.
Entry for Cc1c(NC(=S)NC(=O)c2cccc(Cl)c2)c(=O)n(-c2ccccc2)n1C → Sm TGR inh: -16%; AmpC inh detg: -8%; AMA1-RON2 inh: 8%; HCMV antiviral: 13; Giardia FBPA inh: 13µM*; HCV inh: 10%
Entry for COc1ccc(C)cc1Nc1nc(N)c2ccccc2n1 → Sm TGR inh: 10%; AmpC inh detg: 0%; AMA1-RON2 inh: -4%; HCMV antiviral: 19; Giardia FBPA inh: ?; HCV inh: ?

The list goes on.
SMILES	Sm TGR inh	AmpC inh detg	AMA1-RON2 inh	HCMV antiviral	Giardia FBPA inh	HCV inh
Cc1c(Cl)cccc1NC(=O)C1CC2CCC1C2 (centres undefined)	/	/	-8%	31	/	1%
Cc1cc(OCC(=O)NCC2CCC(C(=O)O)CC2)c2c(C)c(C)c(=O)oc2c1 (centres undefined)	9%	0%	18%	10	8%	7%
CCOc1ccccc1N(C)C(=O)CCS(=O)(=O)c1ccc2c(c1)NC(=O)CO2	-2%	1%	6%	0	-3%	?
O=C(Nc1cc(Cl)ccc1O)C1CCCO1 (centres undefined)	0%	-5%	3%	-1	1%	-1%
COc1ccc(O)c(/C=N/NC(=O)c2cc(=O)[nH]c3ccccc23)c1	2%	2%	58%[activator]	-26	17%	-6%
CC(Oc1ccc(Br)cc1)C(=O)NCC(c1cccs1)N1CCOCC1 (centres undefined)	-5%	-12%	35%[activator]	-26	/	3%
Nc1nccnc1C(=O)OCC(=O)NCCc1ccc(Cl)cc1	-18%	-9%	10%	?	/	2%
COc1ccccc1N1CCN(CC(O)COc2ccc3c(c2)OCO3)CC1 (centres undefined)	18%	-7%	-11%	-25	-20%	?
CC1CCN(C(=O)Cn2cc(SCC(=O)NCc3ccccc3Cl)c3ccccc32)CC1	9%	-2%	/	?	/	/
O=C(/C=C/c1ccc(Br)o1)NCCCN1CCOCC1	4.5µM*	2%	10%	-3	-26%	22%
CC(CN1CCOCC1)OC(=O)c1cccc(Br)c1 (centres undefined)	17%	?	-1%	45	-2%	24%
COc1ccccc1C(=O)NC(=S)Nc1cccnc1Cl	-1%	5%	-13%	56	-7%	11µM*
O=C(c1ccccc1)c1cc2ccccc2oc1=O	0%	?	-2%	129	-2%	-7%
CCc1nc(SCc2cc(=O)[nH]c3ccccc23)c2c(C)c(C)sc2n1	/	/	-20%	-25	/	24%
CC(C)C(C(=O)NC1CCCC1)N(Cc1ccco1)C(=O)CNS(=O)(=O)c1ccccc1 (centres undefined)	-17%	-5%	-11%	-26	-10%	-5%
O=C(CSc1nnc(CNC(=O)c2cccs2)o1)NCCc1ccccc1	-2%	-7%	-8%	38	4%	10%
CCn1ccc2cc(OC)ccc2c1=S	-22%	-2%	-11%	189	?	-16%
Cc1noc(C)c1COc1ccccc1C(=O)NCCc1ccccc1	-1%	-10%	0%	-16	/	3.2µM*
CC1CCCN(C(=O)CN2C(=O)CSc3ccc(S(=O)(=O)N4CCOCC4)cc32)C1 (centres undefined)	-22%	3%	-9%	-13	9%	21%
C=C1C(=O)O[C@H]2[C@H]1[C@H](OC(=O)CC(=O)O[C@@H]1C[C@@H](C)[C@@H]3C=CC(=O)[C@@]3(C)[C@H]3OC(=O)C(=C)[C@H]13)C[C@@H](C)[C@H]1C=CC(=O)[C@]12C	8.9µM*	-6%	-20%	-38	-9%	?

Entries listed so far with fluorine:
SMILES	Sm TGR inh	AmpC inh detg	AMA1-RON2 inh	HCMV antiviral	Giardia FBPA inh	HCV inh
O=C(c1cn(CC2CCCCC2)nn1)N1CCN(c2ccc(F)cc2)CC1	-18%	-2%	-7%	-30	/	?
CN(CC(=O)Nc1ccc(F)c(F)c1F)C(=O)C1=NN(c2ccccc2)C(=O)CC1	-15%	-24%	-12%	4	/	30%[activator]
COc1cc(/C=C/C(=O)N2c3ccccc3Sc3ccc(C(F)(F)F)cc32)cc(OC)c1OC	-5%	?	-28%	-16	1%	?
Cc1sc2ncnc(N3CCC(C(=O)NCC(=O)Nc4ccc(F)c(F)c4)CC3)c2c1C	-10%	6%	10%	-35	10%	8.9µM*
O=C(COc1ccc(F)cc1Cl)Nc1cccc(S(=O)(=O)N2CCCCCC2)c1	-7%	0%	3%	-17	/	?
COc1cc(-c2c(-c3cc(OC)c(OC)c(OC)c3)noc2C)ccc1F	-11%	-7%	-2%	-94*	-18%	?

(cont.)
SMILES	Sm TGR inh	AmpC inh detg	AMA1-RON2 inh	HCMV antiviral	Giardia FBPA inh	HCV inh
Cc1nn(-c2ccccc2)c2nc(=O)n(-c3ccccc3)cc12	0%[11.4 µM]	-14%	-1%	1	6%	9%
Cc1oc(-c2ccccc2)nc1C(=O)Nc1nccs1	-3%	-8%	3%	195	0%	-18%
COc1ccc(NC(=S)NC2CCN(Cc3ccccc3)CC2)cc1OC	-28%	4%	-4%	11	-2%	-2%
COc1ccc(N2CCN(C(=O)CCc3c(C)nc4c(-c5ccccc5)c(C)nn4c3C)CC2)cc1	23%	-2%	/	-1	/	/
COc1cccc(OC)c1-c1nn2c(-c3ccco3)nnc2s1	?	-13%	3%	-1	-2%	-8%
